Source: PubChem
yeast cln2 rad14 = NCI yeast anticancer drug screen, S. cerevisiae cln2 rad14 strain | % growth inhibition at 50 µM | actives 8.3% (n = 78,000) | AID 165;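 further: 0% = growth of vehicle-only cultures of the same strain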
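Test compounds were added to cln2 rad14 yeast cultures; inhibition of growth was then determined by comparison with vehicle treatment.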
yeast mec2-1 = NCI yeast anticancer drug screen, S. cerevisiae mec2-1 strain | growth inhibition, % at 50 µM | actives 9% (n = 79,000) | AID 157;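 further: 0% = growth of vehicle-only cultures of the same strain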
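Each compound was tested on mec2-1 yeast, a strain altered in DNA damage repair or cell cycle control. Growth inhibition is reported relative to vehicle.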
yeast bub3 = NCI yeast anticancer drug screen, S. cerevisiae bub3 mutant strain; % growth inhibition at 50 µM; actives 9.9% (n = 78,000);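 further: 0% = growth of vehicle-only cultures of the same strain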
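Mutant yeast screening strain plus compound; vehicle-treated cultures serve as the 0% inhibition reference.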
sgs1 mgt1 = NCI yeast anticancer drug screen, S. cerevisiae sgs1 mgt1 strain; AID 161; growth inhibition, % at 50 µM; actives 10% (n = 78,000);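 further: 0% = growth of vehicle-only cultures of the same strain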
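Read-out: growth inhibition vs vehicle controls. Cells: mutant yeast strain deficient in DNA damage repair.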
mlh1 rad18 = NCI yeast anticancer drug screen, S. cerevisiae mlh1 rad18 strain. % growth inhibition at 50 µM. actives 11% (n = 79,000);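 further: 0% = growth of vehicle-only cultures of the same strain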
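Read-out is yeast growth inhibition, calculated against vehicle-only controls. The compound was applied to a strain engineered with DNA damage repair alterations.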
yeast rad50 = NCI yeast anticancer drug screen, S. cerevisiae rad50 strain | % growth inhibition at 50 µM | actives 10% (n = 79,000);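 further: 0% = growth of vehicle-only cultures of the same strain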
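Yeast carrying a defined DNA repair defect were exposed to test compounds, and growth was compared with vehicle-treated controls to give percent inhibition.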
The depositor's hits bear a star; & = joins results of further samples. No stated cut-off is given here; in the data, active means growth inhibition above about 70%; inactive means the rest.

SMILES	yeast cln2 rad14	yeast mec2-1	yeast bub3	sgs1 mgt1	mlh1 rad18	yeast rad50
C=C1C(=O)O[C@@H]2[C@H](O)[C@@H](C)[C@@H]3C=CC(=O)[C@@]3(C)[C@H](OC(=O)C=C(C)C)[C@H]12	-2	-4	3	-3	14	4
CN(C)c1ccc(/C=N/NC(=O)C(O)C(O)C(O)C(O)CO)cc1 (stereo not drawn)	-2	28	45	18	8	-2
O=C1c2ccccc2C(=O)c2c(O)c(Cl)cc(O)c21	-56	1	-2	38	78*	16
Cc1cccc(C)c1Nc1ncnc2c1cnn2C	-7	-12	10	-1	-14	-12
C#CCOCC12C=CC(O1)C1COC(=O)C12 (stereo not drawn)	-9	16	17	-14	18	-29
COC(=O)C(CSCc1ccccc1)NC(=O)C1CSC(C)(C)N1C=O (stereo not drawn)	-23	-51	1	2	2	22
CCCCCCCI	-22	21	2	7	24	-9
O=C(O)COc1cc(Cl)cc(F)c1Cl	-33	4	-8	-9	-3	-24
CC(=O)OCC1OC(N2C(c3ccccc3)=CC(c3cccs3)C(C#N)=C2S)C(OC(C)=O)C(OC(C)=O)C1OC(C)=O (stereo not drawn)	18	29	46	41	23	27
C/C(=N\NC(=S)N1CC2CCC(CC2)C1)c1ccccn1	79*	90*	89*	89*	92*	87*
CC1CCC(C(C)C)C(OC(=O)c2cccc[n+]2C)C1 (stereo not drawn)	-5	-22	-2	-22	1	8
C1CCC2(CC1)OCCO2	1	-38	-8	-21	1	-1
O=C(NNC(=O)c1ccccc1F)c1ccccc1	-22	-59	-42	-22	-35	-26
CCn1c(=O)c2c(=O)[nH][nH]c2c2ccccc21	26	5	-13	-18	-12	3
Cc1cc(C)c(C2[C@H]3C(=O)N(c4ccc(Cc5ccc(N6C(=O)[C@@H]7ON(c8ccccc8)C(c8c(C)cc(C)cc8C)[C@@H]7C6=O)cc5)cc4)C(=O)[C@H]3ON2c2ccccc2)c(C)c1 (stereo partly drawn)	25	32	29	20	24	28
CCCC(=O)C(N)Cc1ccccc1 (stereo not drawn)	12	-6	12	-6	-6	-4
COC(=O)c1nnn(-c2ccc(Cl)cc2C)c1C(=O)c1ccc(OC)cc1	-2	1	-9	-12	-20	-33
CC(=O)NC1C(=O)CC(c2ccccc2)N(C)C1c1ccccc1 (stereo not drawn)	36	7	18	25	32	8
CCCCCCCCC/C=C/C=C/C(=O)NCC(=O)NC1C(O)C(O)C(Nc2ncnc3nc[nH]c23)OC1C(O)CO (stereo not drawn)	11	7	25	69	49	17
O=C(O)c1ccc2ccc(F)cc2c1C(=O)c1ccccc1	-17	-24	2	7	-2	2
Nc1ccn(C2OC(COC3CCCCO3)C(OC3CCCCO3)C2OC2CCCCO2)c(=O)n1 (stereo not drawn)	-12	3	-1	-6	22	1
Cc1ccc(S(=O)(=O)OCC(C)C(c2ccccc2)c2ccccc2)cc1 (stereo not drawn)	-21	2	-3	-5	0	7
O=C(C[N+]12CN3CN(CN(C3)C1)C2)c1cccc2ccccc12	-3	-12	-5	9	15	11
CC(=O)/C(=C/n1c(=S)[nH]c2ccc([N+](=O)[O-])cc21)C(=O)Nc1ccc(Cl)cc1	46	7	16	17	22	11
Cc1ccccc1C(=N)c1ccccc1Cc1cccc2ccccc12	79*	88*	88*	93*	91*	92*
Following part:
SMILES	yeast cln2 rad14	yeast mec2-1	yeast bub3	sgs1 mgt1	mlh1 rad18	yeast rad50
O=c1[nH]c(-c2cccc(F)c2)nc2ccccc12	19	-11	-7	3	10	17
O=C1CCNC/C1=C\c1ccccc1	13	-14	-19	9	7	6
CC(C)NC(=O)OCc1c(COC(=O)NC(C)C)c(-c2ccc(Cl)c(Cl)c2)n2c1SCC2	-1	-8	3	16	53	34
CCOC(=O)CSc1ccc(C)cc1C(O)(C(F)(F)F)C(F)(F)F	6	6	2	31	38	9
CNC(=O)OCc1c(COC(=O)NC)c2n(c1C)-c1ccccc1CCC2	89*	90*	87*	90*	88*	86*
BrCCCCCBr	-49	6	-5	2	16	12
COc1cc(/C=C/c2cc[n+](C)cc2)ccc1O	79*	32	1	12	-8	26
CC1(C)C2(Cl)C(Cl)=C(Cl)C13C(Cl)(c1ccc([N+](=O)[O-])cc1C1(Cl)C(Cl)(Cl)C4(Cl)C(Cl)=C(Cl)C13C4(C)C)C2(Cl)Cl (stereo not drawn)	-8	-10	-2	-28	13	1
CSC(=Nc1ccccc1)/N=C(\SCc1ccccc1)N(C)C	99*	100*	99*	99*	99*	99*
CSc1ncnc2c1ncn2C1CC(Oc2ccc(C)cc2)C(COc2ccc(C)cc2)O1 (stereo not drawn)	-4	-24	-16	9	-43	-26
CCOC(=O)OCCSCCOC(=O)OCC	14	18	19	14	-10	-4
O=C(O)c1cccc(OCc2ccccc2)c1	0	2	12	21	14	10
COc1ccccc1OCc1nnc(SCC(=O)O)n1-c1ccccc1	12	3	8	2	28	4
CC(=O)c1c(-c2ccc(Cl)cc2)c(C#N)c(=S)n(C2OC(CO)C(O)C(O)C2O)c1-c1ccccc1 (stereo not drawn)	-8&33	6&2	40&-3	34&28	16&57	4&5
CC(C)N1CCN(CCCCOC(=O)Nc2ccc(Cl)cc2)CC1C (stereo not drawn)	-27	-10	4	2	-17	-8
[O-][N+]1(c2ccc(Cl)cc2)CC[N+]([O-])(c2ccc(Cl)cc2)CC1 (stereo not drawn)	-17	-4	-11	-1	8	-25
Nc1ccc2[nH]c3c(-c4ccccc4)nccc3c2c1	9	-7	-26	1	-2	9
CN=C(N)SCCCCCCSC(N)=NC	26	0	-4	17	4	-2
Nc1cc2c(C3OC(CO)C(O)C3O)[nH]nc2c(=S)[nH]1 (stereo not drawn)	20	7	8	16	24	41
Oc1cccnc1I	20	3	18	18	10	24
CC(=O)c1cccc(NC(=O)Nc2ncccc2C)c1	-15	13	23	10	-12	-2
NC(=O)c1cc(NCCN2CCCCC2)c([N+](=O)[O-])cc1[N+](=O)[O-]	17	10	9	7	15	15
c1ccc2cc(-c3cc(-c4cc(-c5ccc6ccccc6c5)on4)no3)ccc2c1	28	12	59	-9	16	27
CSc1cc(Cl)c(C)cc1S(=O)(=O)NC(=O)NNc1cccc(C(F)(F)F)n1	-5	5	-5	10	25	15
O=[N+]([O-])c1cc([N+](=O)[O-])c2ccccc2c1NS(=O)(=O)/C=C/c1ccccc1	50	71*	16	49	44	53
The listing continues.
SMILES	yeast cln2 rad14	yeast mec2-1	yeast bub3	sgs1 mgt1	mlh1 rad18	yeast rad50
CCOC(=O)C1CC(C(=O)OCC)C(=O)C1=O (stereo not drawn)	34	91*	94*	44	48	96*
COC(=O)c1ccc(C)[nH]1	27	10	6	-22	-2	-13
NC1=CN(Cc2ccccc2)C2=N/C(=C\c3ccco3)C(=O)N12	6	-6	24	30	6	-9
O=C(O)/C=C/c1ccc(Oc2ccccc2C(=O)O)o1	2	-7	-1	5	-2	-3
CC[N+](C)(C)CCOP(=O)(c1ccccc1)c1ccccc1	5	6	-2	-15	10	2
O=C(NC(=S)Nc1ccccc1C(F)(F)F)c1cccc([N+](=O)[O-])c1	8	6	17	6	17	1
CC(=O)N(C)c1ccc(Nc2ccnc3ccc4nn(C)nc4c23)cc1	4	-8	24	9	23	-18
COC(=O)c1ccc(N(C)CCC(=O)COC(C)=O)cc1	-10	10	8	12	10	18
COc1ccc(C2c3cc4c(cc3OC(N3CCOCC3)C2C)OCO4)c(OC)c1 (stereo not drawn)	73*	95*	98*	81*	97*	96*
CC1=CC(C)(C)SC(=S)N1	-61	5	-3	20	29	25
O=C(/C=C\c1ccccc1)OCc1ccccc1CN1C=CCC1	-5	-1	-9	15	11	11
Clc1ccc(-c2nnc(-c3cccc4ccccc34)o2)c(Cl)c1	-41	10	3	8	1	-5
Cc1ccc(N=Cc2ccc3c(c2)OCO3)cc1C	41	6	10	10	29	8
Cc1cc(/C=N/Nc2ccc3cccc(O)c3n2)c(O)c2ncccc12	99*	99*	99*	99*	97*	99*
Cc1cc(C(=O)O)c(C(=O)O)c(Cl)n1	-13	-5	-17	0	5	-9
Nc1ncnc2nc(SCCO)[nH]c12	31	-5	9	13	39	9
COc1ccc(NC(=O)CC(O)c2cccc(N)c2)cc1 (stereo not drawn)	7	-26	25	26	12	22
NS(=O)(=O)c1ccc(N=Nc2c(O)c(C(=O)O)cc3ccccc23)cc1	-101	-20	-44	-18	-8	19
O=C(O)c1ccccc1-c1ccccc1C(=O)c1ccccc1	-16	-3	-11	-23	-4	4
CCOC(=O)/C=C/c1c[nH]c(=O)[nH]c1=O	-37	7	-4	10	47	12
Cc1nc(-c2cccnc2)sc1C(=O)CC(=O)C(=O)Nc1cccc(NC(=O)C(=O)CC(=O)c2sc(-c3cccnc3)nc2C)n1	0	-1	-13	-22	7	20
CC(=O)C(c1ccccc1)N(CCO)Cc1ccccc1 (stereo not drawn)	29	-6	7	-6	2	8
CSc1nc(-c2ccc(Cl)cc2)c(C#N)c(=O)[nH]1	31	4	7	1	-33	11
CCCCN1C(=O)C=CC1=O	-1	3	2	-4	-18	5
O=C(O)C(Nc1ccc(Nc2ccccc2)cc1)c1ccccc1 (stereo not drawn)	-4	-4	-2	6	-5	5
(list continues)
SMILES	yeast cln2 rad14	yeast mec2-1	yeast bub3	sgs1 mgt1	mlh1 rad18	yeast rad50
N#CC(C#N)=CN1CCNC1=S	17	-1	18	20	18	14
CC(C)N(CC(c1ccccc1)C(C)(O)c1ccccc1)C(C)C (stereo not drawn)	4	16	27	-8	-21	-10
OC(CBr)CCBr (stereo not drawn)	3	-31	-32	-40	-32	-29
O=C(OC1COC(c2ccccc2)OC1C(OC(=O)c1ccccc1)C1OC(c2ccccc2)OCC1OC(=O)c1ccccc1)c1ccccc1 (stereo not drawn)	-2	4	3	-4	8	3
Cc1ccccc1NC(=O)C(=O)C(c1cnc2ccc([N+](=O)[O-])cc2n1)[N+](=O)[O-] (stereo not drawn)	-12	-21	-25	5	4	-14
NNC(=O)c1ccccc1N	-11	4	-2	27	-2	-2
O=Cc1ccccc1OCCOc1ccccc1C=O	-24	1	9	10	19	9
CC(=O)OC(OC(C)=O)c1ccccc1	16	12	5	-3	12	24
COc1ccc2ccccc2c1C1/C(=N/O)CCc2ccccc21 (stereo not drawn)	-37	15	11	12	15	30
O=S(=O)(c1ccc(O)cc1)c1ccc(F)cc1	-10	18	8	23	10	1
Nc1ccc(F)cc1C(F)(F)F	-8	-45	-8	-5	23	7
NNC(=O)OC(c1ccccc1)c1ccccc1	10	-9	-7	-7	-5	2
N#CC(Br)(C#N)Cc1ccccc1	99*	100*	100*	99*	99*	99*
CCCCOC(=O)c1cc(/C=C\c2ccccc2)on1	-70	-2	31	3	9	-13
O=C(CCN1CCC2CCC(C2)C1)c1ccc(Cl)cc1 (stereo not drawn)	-4	3	21	47	-7	17
Cc1ccc(NC(=O)CSc2nc(C)nc3c2sc(=S)n3-c2ccccc2)cc1	-1	-10	-11	9	-1	0
O=Nc1sc(=N\O)/c(=N/O)sc1NO	-4	-1	12	13	-21	1
O=C1c2cccc3cccc(c23)C(=O)N1C(Cc1ccccc1)c1ccccc1 (stereo not drawn)	-4	-49	-38	-15	-31	-16
Cc1ccc(Cl)cc1NC(=O)N(C)CCO	17	8	4	10	23	6
O=C(c1ccc(O)cc1)c1ccc(O)cc1	-49	-7	-9	15	17	30

In the list so far, 10 contain an NH in an aromatic ring.
SMILES	yeast cln2 rad14	yeast mec2-1	yeast bub3	sgs1 mgt1	mlh1 rad18	yeast rad50
CCn1c(=O)c2c(=O)[nH][nH]c2c2ccccc21	26	5	-13	-18	-12	3
CCCCCCCCC/C=C/C=C/C(=O)NCC(=O)NC1C(O)C(O)C(Nc2ncnc3nc[nH]c23)OC1C(O)CO (stereo not drawn)	11	7	25	69	49	17
CC(=O)/C(=C/n1c(=S)[nH]c2ccc([N+](=O)[O-])cc21)C(=O)Nc1ccc(Cl)cc1	46	7	16	17	22	11
O=c1[nH]c(-c2cccc(F)c2)nc2ccccc12	19	-11	-7	3	10	17
Nc1ccc2[nH]c3c(-c4ccccc4)nccc3c2c1	9	-7	-26	1	-2	9
Nc1cc2c(C3OC(CO)C(O)C3O)[nH]nc2c(=S)[nH]1 (stereo not drawn)	20	7	8	16	24	41
COC(=O)c1ccc(C)[nH]1	27	10	6	-22	-2	-13
Nc1ncnc2nc(SCCO)[nH]c12	31	-5	9	13	39	9
CCOC(=O)/C=C/c1c[nH]c(=O)[nH]c1=O	-37	7	-4	10	47	12
CSc1nc(-c2ccc(Cl)cc2)c(C#N)c(=O)[nH]1	31	4	7	1	-33	11
